Screens as filed in PubChem.
TDP1 block: qHTS Assay for Inhibitors of Tyrosyl-DNA Phosphodiesterase (TDP1). Tyrosyl-DNA phosphodiesterase 1 (Homo sapiens), Q9NUW8. recombinant TDP1, AlphaScreen DNA substrate cleavage. hit rate 0.28% among 350,000. AID 485290, 2010. Potency, µM (highest dose often 130 µM), for the others: top-dose activity change, negative = inhibition, most hits filed as inhibitors; further: nearly all actives have a fitted effect of over 40% in size
Target sequence (Q9NUW8 whole entry, looked up): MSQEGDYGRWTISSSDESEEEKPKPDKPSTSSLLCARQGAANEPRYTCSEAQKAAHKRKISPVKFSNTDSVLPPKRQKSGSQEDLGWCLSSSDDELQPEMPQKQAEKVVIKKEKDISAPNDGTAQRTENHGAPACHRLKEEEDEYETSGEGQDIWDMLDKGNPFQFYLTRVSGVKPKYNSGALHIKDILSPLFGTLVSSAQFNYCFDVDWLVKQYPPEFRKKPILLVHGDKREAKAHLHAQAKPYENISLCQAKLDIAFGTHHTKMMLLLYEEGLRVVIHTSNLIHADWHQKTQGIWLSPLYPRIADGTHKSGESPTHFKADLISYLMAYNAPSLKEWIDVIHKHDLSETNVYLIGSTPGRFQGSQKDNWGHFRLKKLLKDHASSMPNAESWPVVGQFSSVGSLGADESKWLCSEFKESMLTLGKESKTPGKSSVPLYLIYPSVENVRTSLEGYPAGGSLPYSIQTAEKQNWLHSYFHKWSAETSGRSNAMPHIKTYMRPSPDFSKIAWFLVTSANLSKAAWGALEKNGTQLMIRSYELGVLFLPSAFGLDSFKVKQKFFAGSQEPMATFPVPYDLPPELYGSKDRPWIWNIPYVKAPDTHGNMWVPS
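Recombinant human Tdp1 (E. coli-expressed, 1 nM final) preincubated with compounds 15 min at room temperature, then 5'-biotin/3'-phosphotyrosine-FITC DNA substrate (15 nM final) added for 5 min. AlphaScreen beads (10 ug/ml final) added 10 min; cleavage lowers signal.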
TDP1 cell CPT: qHTS for Inhibitors of human tyrosyl-DNA phosphodiesterase 1 (TDP1): qHTS in cells in presence of CPT. Potency, µM (highest dose often 46.2 µM), for inactives: top-dose activity change, negative = growth inhibition, hits mostly inhibitors. chicken DT40 Tdp1-/-;hTDP1 cells + 20 nM CPT, ATP luminescence, 48 h. AID 686979, 2013. hit rate 12% among 420,000; further: nearly all actives have a fitted effect of over 55% in size
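Chicken DT40 Tdp1-/- cells stably complemented with human TDP1 were seeded at 400 cells/well in medium containing 20 nM camptothecin, exposed to pin-transferred compounds, and grown at 37 °C for at least 48 hr. Viability was read as ATP luminescence.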
TDP1 cell noCPT: qHTS for Inhibitors of human tyrosyl-DNA phosphodiesterase 1 (TDP1): qHTS in cells in absence of CPT; Potency, µM (highest dose often 46.2 µM), for the others: at the top dose activity change, negative = growth inhibition, most hits filed as inhibitors; DT40 Tdp1-/- hTDP1 cells, no CPT, ATP luminescence, 48 h; AID 686978, 2013; hit rate 15% among 420,000; further: nearly all actives have a fitted effect of over 55% in size
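Seeded 400 DT40-hTDP1 cells/well (vehicle DMSO, no 20 nM CPT); pinned compounds; ≥48 hr at 37 °C; CellTiter-Glo luminescence as viability measure.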
* hit, by the source's call; ? = inconclusive; . = no result given; [ ] = remark or other dose. The call rests on the fitted dose curve; in most records, active means well fitted curve in the direction sought with a large enough effect; inconclusive means small, poorly fitted or top-dose-only effect, or another doubt; inactive means no such curve, though single readings can be large; an effect the other way counts as inactive or inconclusive. On the % scale 0 is the no-effect control and ±100 the full control effect; potency means the concentration at half of the fitted maximal effect.

compound	TDP1 cell noCPT	TDP1 block	TDP1 cell CPT
COC(=O)C1CCN(C(=O)CN2C(=O)NC(CC(C)C)C2=O)CC1 (stereo not given)	-6%	1%	1%
Cn1cc(CNC(=O)c2ccc(OC3CCN(Cc4ccccn4)CC3)cc2)cn1	-13%	3%	-23%
Cc1cc(C)cc(C(=O)OCC(=O)NC2CCCC2)c1	0%	.	0%
Cc1cccc2sc(N(CCCN(C)C)C(=O)COc3ccccc3)nc12	-6%	7%	-5%
CSc1nc(C)cc(C)c1C(N)=O	4%	5%	-5%
Cc1ccc(S(=O)(=O)N2CCN(C(=O)COC(=O)/C=C/c3ccccc3)CC2)c(C)c1	-28%	2%	16µM*
O=C(OCC(=O)N1CCN(C(=O)COC(=O)c2ccc(O)cc2O)CC1)c1ccc(O)cc1O	?	.	-28%
Cc1cc(/C(N)=N/OC(=O)Nc2ccc(Cl)cc2)no1	-1%	.	5%
CC(=O)c1cnc(SCC(=O)O)nc1C	-22%	2%	5%
CCc1nc2ccc(C(=O)Nc3ccc(OC)c(OC)c3)cn2c1N(C)Cc1cccs1	?	.	?
CN1CCc2c(sc(NC(=O)c3ccc([N+](=O)[O-])o3)c2C(N)=O)C1	3.7µM*	9%	1.6µM*
Cc1ccc(S(=O)(=O)NCCn2nc(C)cc2C)cc1	-6%	9%	11%
COCCN(C(=O)c1cc2c(s1)CCC2)c1c(N)n(CC(C)C)c(=O)[nH]c1=O	-6%	?	1%
CCN(CC)S(=O)(=O)c1ccc2c(c1)N(CC(=O)NCC1CCCO1)C(=O)CO2 (stereo not given)	23%	2%	-6%
O=C1/C(=C\c2ccco2)SC(=S)N1c1ccccc1	?	0%	5%
COc1cccc(C(=O)NCC(=O)N2CCC3(CC2)NCCc2[nH]cnc23)c1OC	24%	4%	-2%
COc1ccc(C2=C(O)C(C)N(c3ccccc3)C2=N)cc1OC (stereo not given)	-15%	7%	1%
O=C(NCCN1CCC(n2c(=O)[nH]c3ccccc32)CC1)N1c2ccccc2Sc2ccccc21	16µM*	.	?
Cc1c(Cl)cccc1NC(=O)c1cc(S(=O)(=O)N2CCOCC2)cn1C	-1%	.	-20%
c1ccc(-c2nc(-c3ccccn3)nc(-c3ccccn3)n2)nc1	15µM*	11%	?
CC(=O)Nc1nc(C)c(C(C)(C)C)s1	-2%	4%	-4%
C[C@H](NC(=O)c1nc[nH]c1C(=O)N1CCNCC1)C(=O)OC(C)(C)C	2%	.	7%
CCCNC(=O)C1(C)CCN1C(=O)C1(c2ccccc2)CC1 (stereo not given)	-10%	.	0%
C=CCn1c(SCC(=O)Nc2ccc3c(c2)OCO3)nnc1-c1ccccc1OC	?	-2%	-11%
Cc1nc(N)nc(Cl)c1Cc1ccc(Cl)cc1	-27%	4%	-20%
Cc1nnc2sc(SCc3ccc(Br)cc3)nn2c1=O	1%	3%	16%
CN(c1ccccc1)S(=O)(=O)c1ccc(NC(=O)c2cccs2)cc1	?	-3%	?
COc1cc(C(=O)N2C[C@H]3CON(C)[C@H]3C[C@H]2c2ccc(N3CCCCC3)cc2)cc(OC)c1OC	4%	.	6%
C=CCc1c(C)nc(-c2ccccc2)nc1N/N=C/c1ccccc1	?	3%	?
O=C1NC(c2cccs2)C(C(=O)c2ccccc2)C(O)(C(F)(F)F)N1 (stereo not given)	-3%	4%	-5%

In a second layout: results already given
Cn1cc(CNC(=O)c2ccc(OC3CCN(Cc4ccccn4)CC3)cc2)cn1
  TDP1 cell noCPT: -13%
  TDP1 block: 3%
  TDP1 cell CPT: -23%
COC(=O)C1CCN(C(=O)CN2C(=O)NC(CC(C)C)C2=O)CC1 (stereo not given)
  TDP1 cell noCPT: -6%
  TDP1 block: 1%
  TDP1 cell CPT: 1%
Cc1cccc2sc(N(CCCN(C)C)C(=O)COc3ccccc3)nc12
  TDP1 cell noCPT: -6%
  TDP1 block: 7%
  TDP1 cell CPT: -5%
CCN(CC)S(=O)(=O)c1ccc2c(c1)N(CC(=O)NCC1CCCO1)C(=O)CO2 (stereo not given)
  TDP1 cell noCPT: 23%
  TDP1 block: 2%
  TDP1 cell CPT: -6%

(listing goes on)
compound	TDP1 cell noCPT	TDP1 block	TDP1 cell CPT
CC(=O)NC(c1cccc(F)c1)c1nc(-c2cccs2)cs1 (stereo not given)	?	.	-18%
COC(=O)[C@@H]1[C@H](CCc2ccccc2)NC(=O)N(Cc2ccccc2)[C@@H]1C	-23%	6%[12.3 µM]	-8%
Cc1ccc(-c2cn3cccnc3n2)cc1	-10%	0%	12%
COc1ccc(C(CNC(=O)Cc2cc(OC)c(OC)c(OC)c2)N2CCCC2)cc1 (stereo not given)	1%	6%	4%
COc1ccc2nc(C)cc(Nc3ccc(C(=O)O)cc3)c2c1	-1%	.	10%
CCNc1ncc2nc(CCc3ccccc3)c(=O)n(C)c2n1	-30%	.	-3%
CCOC(=O)c1[nH]c2ccc(OC)cc2c1NC(=O)CCN1CCCC(C)C1 (stereo not given)	0%	0%	-23%
COC(=O)c1sc2cnccc2c1N	?	4%	?
Cc1cc(C)nc(SCC(=O)NCC2COc3ccccc3O2)n1 (stereo not given)	10%	0%	3%
CC(=O)c1cccc(NC(=O)CCS(=O)(=O)c2cccc3nonc23)c1	-5%	4%	4%
O=C(c1cccc2ccccc12)C1CCCN(C(=O)CCCn2cncn2)C1 (stereo not given)	16µM*	0%	-22%
O=C1NC(=S)S/C1=C\c1ccc2ccccc2c1	21µM*	.	?
COC(=O)Cc1c(O)ccn(CCc2c[nH]c3ccccc23)c1=O	-5%	-2%	6%
O=C(NCCCc1ccncc1)C1CCC(=O)N(Cc2cccc(C(F)(F)F)c2)C1 (stereo not given)	-6%	4%	0%
c1ccc2cc(CCCc3cc4ccccc4cn3)ncc2c1	?	0%	-26%
Cc1ccc2nc(SCC(=O)NCCc3ccccc3)nc(=O)n2c1	-3%	0%	2%
CCn1c(NC(=O)c2ccc(F)cc2)c2ccccc2nc1=O	-28%	5%	-25%
Cc1csc(N/N=C/c2ccc([N+](=O)[O-])cc2)n1	?	.	0%
CCN1CCC(N(Cc2ccc3c(c2)OCO3)C(=O)Nc2cc(Cl)ccc2C(=O)OC)CC1	7.3µM*	4%	13µM*
CCOC(=O)N1CCN(C(=O)c2ccccc2NC(=O)c2ccc(Br)cc2)CC1	11%	-1%	-15%
COCCNC(=O)c1cc(-c2ccccc2)nn1CC1CC(c2cccc([N+](=O)[O-])c2)=NO1 (stereo not given)	4%	.	-20%
Cc1ccc(NC(=O)Nc2ccccc2C(N)=O)cc1	?	-3%	?
O=C(c1ccco1)N1CCN(c2ncnc3c(-c4ccccc4)nsc23)CC1	21µM*	-4%	18µM*
CC1=C(C(=O)N(C(C)C)C(C)C)CC(CC(=O)NCCCN(C)C)C(=O)N1CCC1=CCCCC1 (stereo not given)	-24%	.	1%
COc1ccc2c(c1)c(=O)oc1cc(OC(C(=O)O)c3ccccc3)ccc12 (stereo not given)	1%	.	-8%
CCOC(=O)c1c(NC(=O)COC(=O)c2ccc([N+](=O)[O-])cc2)sc(C(=O)N(C)C)c1C	-3%	2%	17%
CCC(Sc1ccc2nnc(-c3ccc(F)cc3)n2n1)C(=O)O (stereo not given)	?	8%	0%
CC(C)(C)S(=O)(=O)c1cnc2c(-c3ccc(F)cc3)cnn2c1N	?	-2%	?
Cc1cccc(NC(=O)c2oc3ccccc3c2NC(=O)Cc2coc3cc(C)cc(C)c23)c1	?	5%	?
Cc1ccc(S(=O)(=O)Nc2ccc(Nc3nccn4c(-c5cccc(OC(F)(F)F)c5)cnc34)cc2)cc1	12µM*	.	18µM*
CCOc1ccc(S(=O)(=O)N2CCOCC2)cc1NC(=O)Cc1c(F)cccc1Cl	-28%	.	?
CC(=O)OCC(=O)C1(O)CCC2C3CCC4=CC(=O)CCC4(C)C3(F)C(O)CC21C (stereo not given)	-21%	.	-5%
COC(=O)c1ccc2c(=O)n(Cc3ccc4c(c3)OCO4)c(=S)[nH]c2c1	?	.	-3%
c1ccc(CN2CCN(c3ncccn3)CC2)cc1	3%	.	6%
CCOc1ccc(N(C)S(=O)(=O)c2ccc3[nH]cc(C(=O)NCCOC)c(=O)c3c2)cc1	?	5%	13µM*
Cc1ccc(NC(=O)CN2C(=O)COc3ccc(S(=O)(=O)N4CCCCCC4)cc32)cc1Cl	15µM*	3%	21µM*
COc1ccc2nc3n(c(=O)c2c1)-c1ccc(Cl)cc1C(=O)NC3Cc1ccc(O)cc1 (stereo not given)	-11%	.	-1%
Fc1cccc(NC(=S)Nc2cccc3ccccc23)c1	6%	5%	-10%
COCCCNc1c2c3c(cccc3[nH]c1=O)C(=O)c1ccccc1-2	16µM*	4%	15µM*
CCCCCc1cc(=O)oc2c(C(CCN3CCCC3)c3ccc(N(C)C)cc3)c(OC)cc(OC)c12 (stereo not given)	8.2µM*	11%	15µM*
CCS(=O)(=O)N1CCC(C(=O)NCc2ccc(OC)cc2OC)CC1	8%	5%	1%
COc1cc(/C=N/NC(=S)Nc2cccc(C(=O)O)c2)cc(OC)c1OC	-5%	0%	8%
COCCN(CC1CCCN(C2Cc3ccccc3C2)C1)C(=O)CCC(F)(F)F (stereo not given)	4%	.	-16%
CCOc1ccc(S(=O)(=O)N2CCCC(C(=O)NCc3ccco3)C2)cc1 (stereo not given)	-12%	1%	0%
COc1ccccc1CC(=O)N1CCN(c2ccccn2)CC1	-4%	4%	-4%
O=C1NC(=S)N(C(=O)c2ccc(F)cc2)/C1=C/c1ccccc1	13µM*	1%	23µM*
CCOC(=O)C1CCCN(c2c(NCCCN(C)c3ccccc3)c(=O)c2=O)C1 (stereo not given)	-16%	4%	2%
Cn1c2ccccc2n2c(=O)cc(-c3ccccc3)c(C#N)c12	-14%	-1%	2%
O=C1CC(C(=O)Nc2ccc(Br)cc2)S/C(=N\N=C\c2ccco2)N1 (stereo not given)	-16%	8%	4%
CN(CC(=O)Nc1cccc(C#N)c1)Cc1ccc(Cl)cc1	?	3%	-7%
COc1ccc(C(=O)NNC(=O)OC(C)(C)C)cc1	33%[activator]	.	5%
O=C(C(=Cc1ccc(O)cc1)c1ccccc1)c1ccccc1	?	.	?
Cc1noc(C)c1S(=O)(=O)N(C)C[C@H]1Oc2ccc(NC(=O)Cn3cnnn3)cc2C(=O)N([C@H](C)CO)C[C@@H]1C	0%	0%	-10%
CC(C)CC(c1nnnn1Cc1ccc2c(c1)OCO2)N1CCC(C(N)=O)CC1 (stereo not given)	-2%	-5%	-5%
N#Cc1nc(COc2cccc(Cl)c2)oc1N1CCCC1	-23%	9%	4%
CCOc1ccccc1N/C=C(\C#N)c1nc2ccccc2n1C	-16%	4%	-12%
Cc1cc(C)c2c(=O)n3c(nc2c1)C(CC(C)C)NC(=O)c1cccnc1-3 (stereo not given)	23µM*	.	?
CCN1CCN(c2nc3c(c(=O)[nH]c(=O)n3C)n2CCCc2ccccc2)CC1	-13%	0%	-1%
O=C(N/N=C/c1cccs1)c1c[nH]c2ccccc12	12µM*	5%	?
C=CCn1c(=O)c2ccccc2n2c(SCC(=O)Nc3sc(C)c(CC)c3C(=O)OCC)nnc12	16µM*	-3%	?

A second format for some results above:
Value order – TDP1 cell noCPT	TDP1 block	TDP1 cell CPT
O=C1NC(=S)N(C(=O)c2ccc(F)cc2)/C1=C/c1ccccc1
  13µM*	1%	23µM*
CCOC(=O)C1CCCN(c2c(NCCCN(C)c3ccccc3)c(=O)c2=O)C1 (stereo not given)
  -16%	4%	2%

(continued)
compound	TDP1 cell noCPT	TDP1 block	TDP1 cell CPT
CCOc1ccc(CNC(=O)c2ccc3c(Cl)c4c(nc3c2)CCCC4)cc1	-68%	2%	21µM*
COc1ccc(N2CCN(C(=O)c3nc(SC)ncc3Cl)CC2)cc1	?	9%	-24%
CC1CC(=O)c2ccccc2C1C (stereo not given)	-11%	.	-1%
CCCC(=O)OCC(=O)Nc1cc(Cl)ccc1[N+](=O)[O-]	-14%	5%	6%
Cc1ccc(S(=O)(=O)N2CCN(C(=O)COC(=O)/C=C/c3ccccc3[N+](=O)[O-])CC2)c(C)c1	?	-7%	?
CCOC(=O)CC1ON(C)C(=O)N1c1ccc([N+](=O)[O-])cc1 (stereo not given)	?	2%	?
Cn1c(N)c(C#N)c(C#N)c1-c1ccccc1	-22%	-3%	-12%
